# influenza NS1A – H1N1 influenza NS1A inhibitors, functional cell based assay (AID 504329); 0.3% of 340,000 active; NS1A functional cell-based assay, percent inhibition; higher % means a stronger effect; one-dose inhibition, % at 12.5 µM; IC50 in µM for titrated hits; in the data active means a potency from the dose series; inconclusive means inhibition above about 27% without an active follow-up result; further: strong numbers were not always called active
# Salmonella PhoP GFP – Inhibition of PhoP regulon, Salmonella typhi GFP reporter cells, confirmation, 4 h (AID 1850). Salmonella Typhi PhoP-promoter GFP reporter, fluorescence, 4 h; higher % means a stronger effect. inhibition, % at 50 µM, or IC50 in µM where a hit was titrated. 0.33% of 310,000 active; in the data active means a potency from the dose series; inconclusive means inhibition mostly from about 25% at the one dose, without a potency; inactive means the rest, 99 in 100 with inhibition below about 19%;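 further: 0% = induced wells with vehicle and 100% = uninduced wells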
# M. tuberculosis HTS – M. tuberculosis growth inhibition, HTS (AID 449762). M. tuberculosis H37Rv growth inhibition, 7H9 media; higher % means a stronger effect. 0.59% of 330,000 active. inhibition, % at 25 µM, or IC50 in µM where a hit was titrated; in the data active means a potency from the dose series; inconclusive means inhibition above about 70% without an active follow-up result;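 further: bacterial growth assessed after seven days of incubation; strong numbers were not always called active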
# tuberculosis growth – growth inhibition of non-replicating M. tuberculosis (AID 488890); Mycobacterium tuberculosis non-replicating, growth inhibition; higher % means a stronger effect; inhibition, % at 25 µM; hits with a dose series show IC50 in µM; 0.39% of 320,000 active; in the data active means a potency from the dose series; inconclusive means inhibition mostly from about 82% at the one dose, without a potency; inactive means the rest, 99 in 100 with inhibition below about 76%;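 further: plate controls were DMSO cells for no effect and high antibiotic wells for full effect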
# VEEV TC-83 Vero – inhibitors of VEEV TC-83 cytopathic effect, confirmation, Vero cells (AID 588727) | inhibition, % at 20 µM; hits with a dose series show IC50 in µM | 0.13% of 350,000 active | Vero cells, VEEV TC-83 cytopathic effect inhibition; higher % means a stronger effect; in the data active means a potency from the dose series; inconclusive means inhibition mostly from about 14% at the one dose, without a potency; inactive means the rest, 99 in 100 with inhibition below about 12%; further: strong numbers were not always called active
# VEEV TC-83 Vero 10K pilot screen – recorded beside VEEV TC-83 Vero, whose call it bears; inhibition, %; measured here: 10K pilot screen inhibition
# The depositor's hits bear a star; i = inactive; ? = inconclusive; . = no result given. An unsorted share of the library; about 1.6% have a hit in one of these screens.
SMILES,influenza NS1A,Salmonella PhoP GFP,M. tuberculosis HTS,tuberculosis growth,VEEV TC-83 Vero,others
CCC1C(C#N)=C(SCC(N)=O)NC2=C1C(=O)CC(C)(C)C2 (stereo unspecified),.,11%,0%,-8%,0.9%,
Fc1ccc(-c2ccc(NCCN3CCOCC3)nn2)cc1,4%,6%,-6%,-14%,1.8%,
N#Cc1sc2nc(-c3ccccc3)cc(-c3ccco3)c2c1N,4%,-5%,5%,7%,0.1%,
CCCCC(=O)N/N=C/c1ccc(-c2ccc([N+](=O)[O-])cc2)o1,-2%,11%,?,37%,8.5%,
C=C(C)C1(CCCC)C(=O)NC(=S)NC1=O,-20%,.,.,.,i,
CCOC(=O)C1(Cc2cccc(Cl)c2)CCCN(C(=O)CCNC(C)=O)C1 (stereo unspecified),-3%,-5%,12%,11%,i,
CCCSc1nnc(NC(=O)CCc2ccccc2)s1,-2%,4%,7%,4%,i,
CN(C)C(=O)c1cc(C(=O)c2ccccc2Br)c[nH]1,-3%,-2%,-3%,-12%,0.7%,
O=C(NCc1ccccn1)c1cccc(NS(=O)(=O)c2cccc(Cl)c2)c1,21%,4%,4%,7%,i,
CS(=O)(=O)Nc1ccc(C2=NN(C(=O)c3ccco3)C(c3ccccc3F)C2)cc1 (stereo unspecified),3%,5%,4%,17%,5.1%,
COc1ccc(OC)c(Cc2nnc(CCC(=O)N3CCN(C4CCCC4)CC3)o2)c1,-4%,-7%,3%,5%,i,
CC1CC(C)CN(S(=O)(=O)c2cc(C(=O)O)c(Cl)s2)C1 (stereo unspecified),-3%,-4%,-6%,-10%,0.3%,
O=S(=O)(NCC1COc2ccccc2O1)c1ccc2ccccc2c1 (stereo unspecified),2%,-10%,0%,25%,2.8%,
COc1cc(/C=C2\SC(=Nc3ccc(O)cc3)NC2=O)cc(OC)c1O,4%,0%,2%,0%,0.7%,
O=C(COc1ccc(Cl)cc1)Nc1cc(NC(=O)COc2ccc(Cl)cc2)cc(C(=O)O)c1,-11%,-10%,2%,16%,0.6%,
COC(=O)c1c(NC(=O)COC(=O)[C@@H](NS(=O)(=O)c2cccc(Cl)c2)C(C)C)sc2c1CCC2,12%,-6%,13%,-1%,4.0%,VEEV TC-83 Vero 10K pilot screen=5.9
O=C(Nc1nnc(SCC(=O)N2CCCC2)s1)C1CC(=O)N(c2ccc(F)cc2)C1 (stereo unspecified),-5%,-7%,4%,2%,2.2%,
CCCCNc1c(-c2ccc(OC)c(SC3CCCCC3)c2)nc2ccc(Cl)cn12,9%,.,8%,-1%,3.1%,
CCC(c1nnc(SCC(=O)Nc2ccc(C(C)=O)cc2)n1C1CCCCC1)N(C)C (stereo unspecified),3%,-2%,4%,8%,i,
CN1CCN(CC(=O)N2c3ccccc3C(C)(c3ccccc3)CC2(C)C)CC1 (stereo unspecified),-2%,1%,-1%,36%,i,
COc1ccc(S(=O)(=O)N2CCOCC2)cc1NC(=O)CN(C)Cc1c(F)cccc1Cl,4%,-4%,-6%,-7%,6.5%,
O=C(CSc1cccc[n+]1[O-])c1cc2ccccc2o1,-27%,-11%,?,?,i,
Cc1cccc(N2CCN(C(=O)CNC(=O)c3cccc([N+](=O)[O-])c3)CC2)c1C,16%,4%,0%,21%,1.1%,
O=C(O)CN1C(=O)S/C(=C\c2ccc3c(c2)OCO3)C1=O,-2%,11%,-1%,-7%,1.2%,

# Pulled by structure from above (2):
SMILES,influenza NS1A,Salmonella PhoP GFP,M. tuberculosis HTS,tuberculosis growth,VEEV TC-83 Vero,others
O=C(Nc1nnc(SCC(=O)N2CCCC2)s1)C1CC(=O)N(c2ccc(F)cc2)C1 (stereo unspecified),-5%,-7%,4%,2%,2.2%,
CCCCNc1c(-c2ccc(OC)c(SC3CCCCC3)c2)nc2ccc(Cl)cn12,9%,.,8%,-1%,3.1%,

# (cont.)
SMILES,influenza NS1A,Salmonella PhoP GFP,M. tuberculosis HTS,tuberculosis growth,VEEV TC-83 Vero,others
CCOc1ccccc1NC(=O)N1CCC(NC(=O)c2cccc(C)c2)CC1,7%,2%,.,14%,7.8%,
O=C(Cc1cccs1)Nc1ccc(NC(=O)c2ccco2)cc1,3%,10%,-4%,-14%,1.6%,
CCNCCOC(c1ccccc1)c1ccccc1,-4%,-7%,-15%,3%,i,
C=CCn1c(O)c(C(CC)=Nc2ccc(N(CC)CC)cc2)c(=O)[nH]c1=O,8%,-1%,-13%,-13%,0.7%,
COc1ccccc1-c1nnc(NC(=O)c2ccc(S(=O)(=O)N3CCCC3)cc2)o1,12%,-3%,?,?,13%,
O=C(/C=C/c1ccco1)c1cccc([N+](=O)[O-])c1,-9%,.,.,.,1.4%,
CCOc1ccc(CCNC(=O)CCc2c(C)nc3ncnn3c2C)cc1OCC,-7%,2%,1%,5%,1.2%,
NNC(=O)c1sccc1OCc1ccc(Cl)cc1,1%,16%,24%,7%,1.7%,
CCC1=C2CC[C@H]3C(=O)N(CC)C(=O)[C@H]3[C@H]2[C@@]2(Cc3ccccc3)C(=NCCOC)OC(=O)N2C1=O,9%,4%,-8%,-2%,0.2%,VEEV TC-83 Vero 10K pilot screen=0.1
Cc1ccccc1C(=O)O[C@H]1[C@H](Cc2ccccc2)NS(=O)(=O)[C@H]2CC3C=C[C@]12O3,-4%,.,7%,34%,0.6%,
COc1ccccc1-n1c(C)nnc1SCC(=O)Nc1cc(C)cc(C)c1,-11%,-7%,-4%,12%,5.3%,
CCOC(=O)Cn1cnc([N+](=O)[O-])n1,1%,.,.,.,1.4%,
Cc1cccc(OCC(=O)N/N=C\C=C\c2ccc3c(c2)OCO3)c1C,10%,-6%,2%,5%,1.3%,
COc1cccc(CNc2ncnc3cc(Cl)ccc23)c1,2%,.,.,.,0.1%,
CCOC(=O)C1=C(N)Oc2ccc3ccccc3c2C1c1cccnc1 (stereo unspecified),9%,6%,4%,19%,i,
O=C(C1CCN(S(=O)(=O)c2ccccc2)CC1)N1CCCCCC1,13%,-2%,-1%,-1%,6.4%,
Cc1ccc(S(C)(=O)=NC(=O)NC(=O)c2c(Cl)cccc2Cl)cc1 (stereo unspecified),-17%,4%,-9%,1%,6.5%,
CCCCN(CC)C(=O)Cn1c(=O)sc2ccccc21,6%,9%,-7%,4%,0.4%,
COC(=O)c1ccccc1NC(=O)NC1CCC(C)CC1 (stereo unspecified),-9%,-9%,6%,20%,0.2%,VEEV TC-83 Vero 10K pilot screen=0.6
Cc1cccc(N(C)C(=O)CN2C(=O)COc3ccc(S(=O)(=O)N4CCCCCC4)cc32)c1,-5%,5%,7%,8%,5.0%,
COCCNC(=O)C(c1ccco1)N(C(=O)Cn1nnc2ccccc21)c1ccc(C)cc1C (stereo unspecified),4%,4%,-10%,1%,1.5%,
Cn1c(=O)c2[nH]c(N3CCN(c4ccccc4)CC3)nc2n(C)c1=O,2%,7%,6%,1%,i,
COc1ccc(-c2c(C#Cc3ccsc3)c3cc(-c4ccc(OC)nc4)ccc3n2C)cc1,-16%,.,4%,25%,0.7%,VEEV TC-83 Vero 10K pilot screen=2.5
COc1ccc(/C=C2\SC(N)=NC2=O)cc1Cl,5%,0%,1%,10%,2.2%,
CC1CCCCN1C(=O)COC(=O)CNC(=O)c1sc2ccccc2c1Cl (stereo unspecified),-12%,5%,20%,50%,1.4%,
CC(NCC(O)COCCC12CC3CC(CC(C3)C1)C2)c1ccccc1 (stereo unspecified),8%,31µM*,?,7.9µM*,1.6%,
O=C(Nc1ccc(Cl)cc1F)C1CCN(S(=O)(=O)c2cccc3nonc23)CC1,-7%,-13%,-2%,3%,i,
CCOC(=O)c1c(-c2ccc(F)cc2)csc1NC(=O)CCN1CCOCC1,-4%,-7%,-7%,60%,i,VEEV TC-83 Vero 10K pilot screen=0.3
COc1ccc(Br)cc1/C=C1\Oc2ccccc2NC1=O,-4%,-22%,1%,0%,i,
Cc1ccc(NCC(=O)Nc2ccc(Br)cc2)cc1C,2%,-2%,4%,44%,2.8%,
COc1ccc(C(CNS(=O)(=O)c2ccc(F)cc2)N2CCN(C)CC2)cc1 (stereo unspecified),2%,5%,-4%,-1%,0.6%,
Nc1nnc(C2CCCC2)s1,-12%,-6%,-6%,-11%,i,
O=C(COC(=O)c1cccc(C(F)(F)F)c1)NCc1ccccc1,-8%,-11%,-16%,83%,i,
COc1ccc(NC(=O)CSc2ccc(-c3cccnc3)nn2)cc1,12%,-7%,29%,25%,i,
CC(C)NC(=O)c1ccc(C(C)C)cc1,-5%,-6%,2%,12%,i,
CCn1c(NCc2ccco2)nc2ccccc21,-2%,4%,-11%,-13%,1.2%,
CN(CC(=O)Nc1cccc(C(F)(F)F)c1)Cc1ccccc1,-1%,3%,8%,18%,0.1%,
Cc1noc(C)c1COC(=O)c1ccccc1Oc1ccccc1,-3%,-9%,6%,11%,i,VEEV TC-83 Vero 10K pilot screen=0.2
O=C(CCS(=O)(=O)c1ccccc1)Nc1ccccc1-c1nc2ccccc2s1,-5%,-3%,5%,-27%,0.3%,
CC(=O)Nc1ccc(C(=O)NCC2CCCCC2)cc1,-17%,8%,1%,5%,1.0%,
Cc1nn(C)c(C)c1/C=C/C(=O)c1ccc(Cl)cc1Cl,1%,3%,4%,36%,2.3%,
O=C(CCCSCCCC(=O)NN=Cc1ccccc1)NN=Cc1ccccc1,-19%,.,.,.,3.5%,
CCCn1c(CN(Cc2ccccc2)Cc2ccccc2)nc2c1c(=O)n(C)c(=O)n2C,5%,-2%,0%,14%,7.6%,
CCN1C(=O)C(=Cc2cccc(OC)c2Oc2ccc([N+](=O)[O-])cc2[N+](=O)[O-])SC1=S,8%,-8%,16%,1%,.,
CCOc1ccc(S(=O)(=O)NCCC(=O)NCC(c2ccc(OC)cc2)N2CCCCC2)cc1 (stereo unspecified),-3%,4%,-10%,16%,1.4%,
CCOC(=O)c1c(C)oc2c(CN3CCN(C)CC3)c(Br)c(OC)c(O)c12,15%,-7%,7%,?,i,
C/C(=N\NC(=O)c1cccc(Cl)c1)c1cccc(NC(=O)C(C)C)c1,23%,4%,-3%,0%,8.8%,
COC(=O)C1=C2c3[nH]c4ccccc4c3CCN2C(=O)CC1,-7%,12%,-8%,14%,0.9%,
COc1ccc(OC)c(Nc2nc(=O)c3cccnc3s2)c1,6%,.,.,.,4.5%,
CCOC(=O)c1[nH]c(C)c(C(=O)Nc2cc(Cl)ccc2C)c1C,2%,4%,6%,9%,3.1%,
O=C(Nc1ccc(S(=O)(=O)Nc2nccs2)cc1)c1cc(-c2ccccc2Cl)nc2ccccc12,8%,17%,67%,69%,13%,
N#C/C(=C\c1ccco1)C(=O)NCC1CCCO1 (stereo unspecified),-8%,0%,1%,-2%,i,
Cc1ccc(C(C)C)c(OCC(=O)NNC(=O)Cn2[nH]c(=O)c3ccccc3c2=O)c1,-10%,.,-12%,-16%,0.2%,
CC(C)CN(C(=O)CSc1nnc2ccccn12)C1CCS(=O)(=O)C1 (stereo unspecified),-16%,.,-2%,5%,0.9%,
O=C(N/N=C/c1ccc(Cl)cc1)c1ccc2c(c1)OCO2,-1%,-4%,7%,1%,i,
COC(=O)Cc1ccc(NC(=S)Nc2ccccn2)cc1,0%,8%,93%,71%,3.2%,
O=c1cc(CSc2ccc(Cl)cc2)nc(N2CCOCC2)[nH]1,12%,-3%,-11%,6%,5.8%,
Cc1ccccc1C(=O)NC(=S)N(C)CCc1ccccn1,-10%,0%,18%,-3%,0.4%,
CC(C)n1c(CCCO)nc2ccccc21,0%,-1%,-6%,-1%,0.2%,
COc1ccc(C(=O)/C=C/Nc2ccccn2)c(OC)c1,.,1%,1%,-10%,4.6%,

# Taken from the entries so far for reference:
SMILES,influenza NS1A,Salmonella PhoP GFP,M. tuberculosis HTS,tuberculosis growth,VEEV TC-83 Vero,others
CC(C)CN(C(=O)CSc1nnc2ccccn12)C1CCS(=O)(=O)C1 (stereo unspecified),-16%,.,-2%,5%,0.9%,
O=C(N/N=C/c1ccc(Cl)cc1)c1ccc2c(c1)OCO2,-1%,-4%,7%,1%,i,
COC(=O)Cc1ccc(NC(=S)Nc2ccccn2)cc1,0%,8%,93%,71%,3.2%,
O=c1cc(CSc2ccc(Cl)cc2)nc(N2CCOCC2)[nH]1,12%,-3%,-11%,6%,5.8%,
Cc1ccccc1C(=O)NC(=S)N(C)CCc1ccccn1,-10%,0%,18%,-3%,0.4%,
CC(C)n1c(CCCO)nc2ccccc21,0%,-1%,-6%,-1%,0.2%,
COc1ccc(C(=O)/C=C/Nc2ccccn2)c(OC)c1,.,1%,1%,-10%,4.6%,

# Screens from PubChem.
